Pol iota inh: DNA polymerase iota (human) inhibition. Pol iota fluorescent replication assay, 10 min. AID 588590. actives 1% (n = 390,000). Potency, µM (series often up to 115 µM), for inactives: top-dose activity, negative = inhibition, hits mostly inhibitors
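Pol iota at 10 nM preincubated 15 min with compounds at room temperature; reaction started with fluorescent substrate, 50 nM final. Fluorescence read kinetically at 0 and 10 min; buffer-only wells as negative control.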
BLM inh: inhibitors of human Bloom syndrome helicase BLM; P54132; recombinant BLM DNA unwinding, fluorescence dequenching; Potency, µM (doses to about 56.1 µM), inactives show top-dose activity change, negative = inhibition, most hits filed as inhibitors; actives 0.2% (n = 350,000); AID 2528;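 note: plate controls were vehicle for no effect and no enzyme for full effect; nearly all actives have a fitted effect of over 35% in size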
Pol beta inh: inhibitors of human DNA polymerase beta; P06746; Pol beta primer extension/strand displacement, fluorescence kinetic; Potency, µM (highest dose often 114 µM), without a hit: at the highest dose activity change, negative = inhibition, hits mostly inhibitors; actives 1.3% (n = 340,000); AID 485314; note: % is set by controls: 0 for no effect and ±100 for the full control effect
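Preincubation: enzyme (10 nM) with compound, 15 min, RT. Reaction: substrate added to 50 nM final. Reads: 0 and 10 min. Analysis: normalized, Hill fit.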
JMJD2A Tudor: JMJD2A Tudor domain (human) inhibition; AlphaScreen JMJD2A-Tudor / H3K4me3 peptide binding; AID 504339; actives 4.4% (n = 390,000); O75164; Potency, µM (highest dose often 114 µM), without a hit: at the top dose activity change, negative = inhibition, hits mostly inhibitors; note: % is set by controls: 0 for no effect and ±100 for the full control effect; nearly all actives have a fitted effect of over 50% in size
POLH inh: inhibitors of human DNA polymerase eta; Q9Y253; AID 588591; actives 1.2% (n = 390,000); Potency, µM (series often up to 114 µM), inactives show at the highest dose activity change, negative = inhibition, usual class: inhibitors; recombinant Pol eta, fluorescent DNA replication assay; note: % is set by controls: 0 for no effect and ±100 for the full control effect
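Pol eta (10 nM) was preincubated with compounds for 15 min at room temperature, after which fluorescent replication substrate (50 nM final) was added to start the reaction. Fluorescence was read kinetically at 0 and 10 min.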
BAZ2B inh: blocks human BAZ2B | Q9UIF8 | AlphaScreen BAZ2B-H3K14Ac peptide displacement | Potency, µM (highest dose often 114 µM), inactives show top-dose activity change, negative = inhibition, usual class: inhibitors | actives 4.4% (n = 360,000); note: % is set by controls: 0 for no effect and ±100 for the full control effect; nearly all actives have a fitted effect of over 60% in size
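BAZ2B (50 nM) with biotin-H3(5-23)K14Ac peptide (50 nM) in PBS pH 7.4, 0.01% Tween-20, preformed 30 min, then compound 30 min at room temperature; top concentration 110uM. AlphaScreen streptavidin donor/nickel chelate acceptor beads (10 ug/mL final), 20 min dark, signal read.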
APEX1 inh: APE1 (human) endonuclease inhibition. actives 0.35% (n = 350,000). P27695. recombinant APE1, TAMRA/BHQ-2 abasic DNA cleavage fluorescence. Potency, µM (series often up to 65.8 µM), without a hit: at the top dose activity change, negative = inhibition, most hits filed as inhibitors;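 note: plate controls were vehicle for no effect and reference inhibitor for full effect; nearly all actives have a fitted effect of over 55% in size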
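APE1 at 0.75 nM final was preincubated with compound 15 min at room temperature, then 50 nM double-stranded THF abasic-site substrate (5'-TAMRA/3'-BHQ-2) was added. Fluorescence (ex 525/em 598 nm) was read kinetically; third-minus-first read gave activity.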
Pol kappa inh: inhibitors of human DNA polymerase kappa; Potency, µM (series often up to 107 µM), for inactives: at the top dose activity, negative = inhibition, usual class: inhibitors; AID 588579; purified Pol kappa, fluorescent DNA synthesis assay, 10 min; actives 0.53% (n = 400,000); Q9UBT6; note: % is set by controls: 0 for no effect and ±100 for the full control effect
Target sequence (Q9UBT6 whole entry, looked up): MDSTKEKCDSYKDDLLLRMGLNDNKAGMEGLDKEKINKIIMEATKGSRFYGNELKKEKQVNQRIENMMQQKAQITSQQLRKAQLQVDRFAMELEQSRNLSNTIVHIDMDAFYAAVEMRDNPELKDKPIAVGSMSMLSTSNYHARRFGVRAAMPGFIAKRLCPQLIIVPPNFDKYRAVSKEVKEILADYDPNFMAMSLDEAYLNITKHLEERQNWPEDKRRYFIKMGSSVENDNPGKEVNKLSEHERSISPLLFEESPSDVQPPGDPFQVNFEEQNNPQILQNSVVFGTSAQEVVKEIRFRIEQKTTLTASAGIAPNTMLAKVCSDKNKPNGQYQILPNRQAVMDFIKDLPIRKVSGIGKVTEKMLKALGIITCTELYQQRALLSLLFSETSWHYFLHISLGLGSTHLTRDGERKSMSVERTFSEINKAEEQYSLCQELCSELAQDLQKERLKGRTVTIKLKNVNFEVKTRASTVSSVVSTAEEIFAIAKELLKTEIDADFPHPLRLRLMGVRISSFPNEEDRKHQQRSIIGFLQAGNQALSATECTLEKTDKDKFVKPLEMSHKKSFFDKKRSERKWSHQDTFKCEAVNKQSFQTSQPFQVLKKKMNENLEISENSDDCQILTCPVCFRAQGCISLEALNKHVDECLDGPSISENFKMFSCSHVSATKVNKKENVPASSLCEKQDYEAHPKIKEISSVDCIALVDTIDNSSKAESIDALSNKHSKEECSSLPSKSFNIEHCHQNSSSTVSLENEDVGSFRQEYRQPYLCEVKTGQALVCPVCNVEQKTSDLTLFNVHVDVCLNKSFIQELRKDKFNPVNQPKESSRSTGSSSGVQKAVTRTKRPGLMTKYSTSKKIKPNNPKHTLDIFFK
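Inhibition of 10 nM Pol kappa is measured by a fluorescent read-out at 0 and 10 min following addition of 50 nM substrate (final), with a 15-min room-temperature compound preincubation.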
G9a inh: G9a (human) methyltransferase inhibition; actives 8.8% (n = 350,000); G9a H3K9 monomethylation, AlphaScreen, 2 h; Q96KQ7; Potency, µM (series often up to 102 µM), inactives show at the highest dose activity, negative = inhibition, actives largely listed as inhibitors; AID 504332; note: % is set by controls: 0 for no effect and ±100 for the full control effect; nearly all actives have a fitted effect of over 75% in size
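AlphaScreen detection with an anti-monomethyl H3K9 antibody quantified product after a 2 h room-temperature reaction containing 500 nM biotinylated H3K9 peptide, 20 µM SAM and 20 nM enzyme, which had been preincubated 15 min with compound.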
* marks the source's active call; other numbers are inactive results; ? = inconclusive; . = not tested or not shown; & = joins results of further samples; [ ] = remark or other dose. Calls come from the whole dose curve; as a rule, active = well fitted curve in the direction sought with a large enough effect; inconclusive = small, poorly fitted or top-dose-only effect, or another doubt; inactive = no such curve, though single readings can be large; an effect the other way counts as inactive or inconclusive. Potency is the fitted concentration of half-maximal effect. Not all compounds are listed. The share of hits here may be higher or lower than overall.

#	smiles	Pol iota inh	BLM inh	Pol beta inh	JMJD2A Tudor	POLH inh	BAZ2B inh	APEX1 inh	Pol kappa inh	G9a inh
1	COc1ccc(C)cc1NC(=O)Cn1c(=O)n(Cc2nc(C)no2)c(=O)c2ccccc21	40%[activator]	2%	1%	1%	-19%	-4%	.	9%	?
2	COc1cccc(=O)c2c(C)oc(C)c12	1%	0%	-2%	-21%	-3%	?	0%	-10%	?
3	Cc1ccc2nc3sc(C(=O)Nc4ccc(N5CCOCC5)cc4)c(N)c3cc2c1	.	-10%	-18%	.	.	-22%	-2%	.	-4%[59 µM]
4	O=C(Oc1c(CN2CCOCC2)cc(Cl)c2cccnc12)c1ccccc1	45%[activator]	-1%	7%	?	-22%	25µM*	9%	-3%	12%[59 µM]
5	COc1ccc(/C=N/N2C(=O)CN(C(=O)c3ccccc3)C2c2ccc(OC)cc2)cc1 (stereo not given)	29%	-6%	-28%	-9%	-19%	-20%	-2%	0%	-37%
6	Cc1ccc(NC(=O)c2ccc3snnc3c2)cc1C	23%&-8%	-2%&-3%	7%&-2%	7%&-3%	-21%&-13%	-14%&1%	16%	-12%&-15%	-51%[59 µM]
7	CNCc1ccccc1Sc1cccc(O)c1	113%[activator]	-6%	14%	-21%	3%	10%	1%	-18%	18%[59 µM]
8	COc1ccc(OCC(=O)Nc2cc(OC)ccc2N2CCCCC2)cc1	28%	-9%	-3%	-5%	-24%	-22%	18%	1%	21%
9	Cn1ncc2c(NCc3ccccc3Cl)nc(NCCO)nc21	19%	2%	-14%	-17%	.	-10%	.	-12%[60.1 µM]	-6%[12.7 µM]
10	Cc1cc(-c2cc(-c3ccc(Cl)cc3)on2)nc(NC2CCCC2)n1	18%	-9%	23%	24%	-9%	15%	4%	0%	-2%[12.7 µM]
11	Cc1ccccc1CSCCNC(=O)CN(c1ccccc1)S(=O)(=O)N(C)C	-23%	-4%	17%	45µM*	-2%	-7%	.	-6%	8%[59 µM]
12	CCOC(=O)Cc1csc2nc3sc(C)c(C)c3c(=O)n12	22%	-2%	-5%	-7%	-3%	-1%	?	-3%	21%[59 µM]
13	Cc1ccc(NC(=O)CN(C)C(=O)COC(=O)CNS(=O)(=O)c2ccc(F)c(F)c2F)cc1	10%	.	.	-11%	-7%	9%	17%	0%	?
14	COC(=O)CN(c1ccccc1[N+](=O)[O-])S(=O)(=O)c1ccccc1	84%[activator]	1%	-26%	-16%	-19%	-23%	0%	2%	9%
15	Cc1ccc(-n2ncc(C(=O)NC3CC3)c2C2CCN(C(=O)OC(C)(C)C)CC2)c(C)c1	3%	-2%	7%	-13%	-17%	-21%	77%[activator]	10%	7%[59 µM]
16	CCOc1cccc(C(=O)N(Cc2ccco2)C2CCS(=O)(=O)C2)c1 (stereo not given)	3%	0%	-13%	-6%	-8%	1%	3%	-8%	-45%[59 µM]
17	O=C(c1ccco1)N1N=C(c2cccs2)CC1c1ccccc1O (stereo not given)	14%	-4%	-26%	-24%	4%	-14%	2%	-6%	.
18	CC(C)c1ccc(S(=O)(=O)Nc2ccc(-n3cnnn3)cc2)cc1	11%	.	.	-9%	-8%	25%	-2%	-15%	-3%
19	CCOc1ccccc1CNc1nnnn1C	31%[activator]	-3%	13%	-2%	-10%	-3%	25%	16%	14%
20	Cc1onc(-c2ccccc2)c1C(=O)NCCN1CCOCC1	5%	5%	14%	-14%	-3%	?	3%	8%	9%[59 µM]
21	CC(=O)Nc1ccc(OC(F)(F)C(F)F)c(NC(C)=O)c1	-6%	0%	4%	-12%	13%	?	0%	0%	-9%
22	NS(=O)(=O)c1ccc(CCNC(=O)Nc2ccc(Cl)cc2)cc1	18%	-3%	-4%	-5%	-7%	34%[activator]	4%	-16%	2%[12.7 µM]
23	CC(=O)N1CCCc2cc(S(=O)(=O)N3CCC(C(=O)NCc4ccc(F)cc4)CC3)ccc21	25%	-2%	12%	-10%	-10%	-7%	.	-7%[60.1 µM]	23%[59 µM]
24	Cn1cccc1C(=O)N1CCC2(CCN(C(=O)Nc3cccc(C#N)c3)CC2)CC1	.	2%	.	.	.	.	2%	-7%[60.1 µM]	4%[12.7 µM]
25	COc1ccc(C2c3[nH]c4ccccc4c3CCN2C(=O)c2ccccc2C(C)=O)c(F)c1 (stereo not given)	26%	-8%	-16%	?	-13%	-11%	-9%	5%	.
26	CCN1CCN(Cc2ccc(NC(=O)c3cc(NC(=O)c4ccc5n[nH]nc5c4)cc(OC)c3)cc2C(F)(F)F)CC1	9%	18%	4%	-28%	-16%	-26%	3%	5%	?
27	Cc1ccc(O)c(CNc2nc3ccccc3[nH]2)c1	-8%	0%	-3%	-36%	-10%	?	-4%	-11%	.
28	O=C(O)c1cc(-c2ccccc2)n(-c2ccc(F)cc2)n1	12%	1%	-25%	4%	-6%	7%	70%[activator]	-5%	0%
29	CC1CCC(NC(=O)CCN2C(=O)C3C4C=CC(C4)C3C2=O)CC1 (stereo not given)	?	1%	27%	-7%	-11%	-13%[57.1 µM]	23%	3%	-3%
30	CCOC(=O)C1CCCN(CC(=O)NC2CC2)C1 (stereo not given)	-4%[58.9 µM]	-1%	10%	5µM*	-3%	32µM*	0%	-3%	1.6µM*
31	Cn1c(/C=C/c2ccc(Br)cc2)c([N+](=O)[O-])c(=O)n(C)c1=O	?	-6%	28%	-27%	-23%	-18%	18%	-11%	-5%
32	Cc1nc2c(C#N)cnn2c2c1CCN2CC1CCCO1 (stereo not given)	-13%	-4%	30%	-8%	-2%	0%	22%	3%	-8%[59 µM]
33	O=C(CSc1ncccn1)NCc1cccc(Cl)c1	9%	1%	-1%	-10%	-13%	-16%	0%	-1%	-19%
34	OCCN1CCN(CC(O)COC(c2ccc(F)cc2)c2ccc(F)cc2)CC1 (stereo not given)	45%[activator]	-4%	1%	7.1µM*	-17%	40µM*	0%	-8%	-14%
35	CNS(=O)(=O)c1cccc(C(=O)OCC(=O)NCCCc2ccccc2)c1	7%	-5%	17%	-18%	-2%	-17%	-5%	-1%	-2%[2.33 µM]
36	Cc1c(C(=O)N2CCOCC2)oc2c1-c1nn(CC(=O)NCc3cccc(F)c3)cc1CC2	?	2%	10%	-16%	-5%	?	.	-16%	?
37	O=C(COc1ccc(S(=O)(=O)N2CCOCC2)cc1Cl)NCC1CCCO1 (stereo not given)	160%[activator]	0%	-22%	-2%	-13%	1%	50%[activator]	-3%	20%
38	Cc1ccc(S(=O)(=O)N2CCC(C(N)=O)CC2)cc1[N+](=O)[O-]	134%[activator]	5%	35%	0%	-22%	12%	8%	0%	.
39	Cc1cnc(C(=O)Nc2nnc(SCc3c(Cl)cccc3Cl)s2)cn1	-1%	-3%	-23%	-26%	-4%	2%	?	-17%	11%
40	CCOC(=O)c1sc(NC(=O)CCc2ccc(OC)cc2)nc1C	-8%	-8%	30%	-7%	-6%	-6%	6%	0%	?
41	O=C(CCCn1c(=O)[nH]c2ccccc2c1=O)N1CCN(c2ccccc2)CC1	-3%	0%	-6%	-9%	-21%	-9%	.	-4%[60.1 µM]	-8%[59 µM]
42	CCOCc1nnc(NC(=O)c2cc(OC)cc(OC)c2)s1	9%	-7%	6%	-27%	12%	-16%	-10%	-2%	32µM*
43	CCc1ccccc1Nc1ncnc2ccccc12	-6%	0%	39%	-7%	-12%	-1%	18%	4%	-3%
44	N#Cc1c(N)nc2c(c1-c1cccs1)CCCC2	49%	5%	30%	-11%	-19%	-3%	9%	-7%	34%[59 µM]
45	CC(C)c1ccc(CNCc2ccccc2)cc1	-2%	0%	0%	9%	-5%	1%[57.1 µM]	1%	-10%	59%[activator][59 µM]
46	Cn1nc(-c2ccccc2)c(CO)c1Oc1ccc(F)cc1	32%[activator]	1%	3%	20µM*	5%	-13%	-3%	4%	19%
47	Cc1ccccc1C(=O)NCCn1cc(SCC(=O)NCC2CCCO2)c2ccccc21 (stereo not given)	22%	-2%	18%	-21%	-13%	-1%	-1%	-9%	.
48	CCOC(=O)c1c(N)sc(C(=O)OC)c1C	-28%	-1%	1%	-14%	-10%	-35%	4%	-2%	.
49	Cc1cc(C)nc(-n2nc(C)c(C3(O)C(=O)Nc4ccccc43)c2N)n1 (stereo not given)	58%[activator]	-4%	41%	-31%	-1%	0%	14%	1%	?
50	COc1ccc(Oc2ncc3nc(C)c(=O)n(C4CC4)c3n2)cc1	.	3%	.	.	.	.	16%	-2%[60.1 µM]	1%[12.7 µM]
51	COc1ccc(CCNc2oc(COc3ccc(Cl)cc3)nc2C#N)cc1OC	-1%	-3%	13%	?	-2%	20µM*	.	-12%	?
52	COC(=O)c1cc(N2CCN(C)CC2)nc2ccccc12	-2%	-2%	1%	-22%	-12%	?	1%	-13%	11µM*
53	O=C(COC(=O)c1ccco1)NC1CCCCC1	-17%[58.9 µM]	0%	34%	0%	7%	2%	-2%	2%	6%
54	COc1cc(CNC2CCCC2)c(Br)cc1OC1CCCC1	107%[activator]	2%	2%	-18%	-14%	-10%	1%	-19%	-33%
55	Cc1cc(C)n2nc(C(=O)OCCOc3ccc(Br)cc3)nc2n1	7%	1%	41%	-18%[11.4 µM]	4%	3%	0%	-4%	5%[59 µM]
56	COc1ccc(/C=C/C(=O)Nc2ccc(C(N)=O)cc2)cc1OC	7%	1%	-4%	2%	-15%	-12%	-5%	1%	-3%
57	CCCn1nnnc1SCC(=O)N1CCOCC1	4%	0%	11%	1%	4%	3%	0%	-6%	1%

Part of the list above, reduced to APEX1 inh and BAZ2B inh.
cpd	molecule	APEX1 inh	BAZ2B inh
53	O=C(COC(=O)c1ccco1)NC1CCCCC1	-2%	2%
54	COc1cc(CNC2CCCC2)c(Br)cc1OC1CCCC1	1%	-10%
55	Cc1cc(C)n2nc(C(=O)OCCOc3ccc(Br)cc3)nc2n1	0%	3%
